Screens: PubChem BioAssay, several laboratories
CIT2-GFP yeast – yeast TOR pathway CIT2-GFP modulation | S. cerevisiae CIT2-GFP strain, flow cytometry, 3 h; 100 means same as DMSO wells | GFP response vs DMSO, % at 10 µM | 320,000 compounds, 0.065% hits | AID 2029;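 active = GFP response relative to DMSO above a set limit, near the screen mean plus 3 SD, cut at about 150% in these data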;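 also: ratio of well median GFP fluorescence to mean of DMSO wells on the plate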
GRK2 inh – inhibitors of human GRK2 displacing RNA aptamer | bead flow cytometry, FAM-aptamer displacement from GRK2 | inhibition of aptamer binding, % at 10 µM | 330,000 compounds, 0.59% hits;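 active = inhibition of aptamer binding above 40%, roughly 3 SD of noise, on plates passing a quality check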;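 also: median bead fluorescence of bound FAM aptamer so fluorescent compounds give negative values; no value below 0 was filed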
MCL1 BIM primary – inhibitors of human MCL1 binding to BIM-BH3 peptide. 320,000 compounds, 0.68% hits. AID 2057. GST-MCL1 / FITC-Bim-BH3 fluorescence polarization. inhibition, % at 10.9 µM;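 active = inhibition above the mean inhibition of all tested compounds plus 3 SD, set per campaign, cut at about 40% in these data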;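 also: 0% = DMSO wells and 100% = unlabeled Bim-BH3 peptide control; higher means more loss of mP so more displacement of Bim peptide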
Fam108B counter – Fam108B inhibition, counter-screen for RBBP9 inhibitors; recombinant Fam108B, FP-Rh probe fluorescence polarization; inhibition, % at 9.51 µM; 300,000 compounds, 0.33% hits;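 active = inhibition above the screen mean inhibition plus 3 SD, computed separately per campaign, cut at about 18% in these data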;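 also: inhibitors lower polarization as less probe binds the enzyme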
GLD-1 TGE inh – GLD-1-TGE RNA interaction inhibition (C. elegans) | purified GLD-1 + fluorescein TGE RNA, fluorescence polarization | 320,000 compounds, 0.44% hits | inhibition, % at 5.96 µM | AID 2280;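 active = percent inhibition above a per-plate cutoff, the plate mean of test compounds plus 3 SD, cut at about 30% in these data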;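 also: 0% = DMSO wells with GLD-1 and probe and 100% = wells lacking GLD-1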
Target sequence (Q17339 whole entry, looked up): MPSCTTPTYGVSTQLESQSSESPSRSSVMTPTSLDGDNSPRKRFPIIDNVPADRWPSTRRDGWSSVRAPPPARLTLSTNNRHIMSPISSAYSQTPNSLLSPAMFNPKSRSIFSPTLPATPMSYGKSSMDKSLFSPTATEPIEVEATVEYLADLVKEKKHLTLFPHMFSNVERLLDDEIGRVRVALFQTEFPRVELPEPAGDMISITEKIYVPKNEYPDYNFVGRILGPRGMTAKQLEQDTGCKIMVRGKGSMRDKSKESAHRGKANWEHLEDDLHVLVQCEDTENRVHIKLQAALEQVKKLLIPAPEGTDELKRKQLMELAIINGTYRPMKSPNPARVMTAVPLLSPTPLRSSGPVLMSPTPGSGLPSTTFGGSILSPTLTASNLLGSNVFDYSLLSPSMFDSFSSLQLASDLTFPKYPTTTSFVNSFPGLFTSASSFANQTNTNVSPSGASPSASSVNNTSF
VLA-4 inh – inhibition in a human VLA-4 binding assay; P13612; VLA-4 expressing cells, ligand binding flow cytometry; inhibition, % (about 7 µM as worked out from the volumes in the protocol); 330,000 compounds, 0.2% hits; AID 2557; in the data active = inhibition above about 50%
BCLXL inh – Bcl-xL (human) inhibition. Q07817. GST-Bcl-xL / FITC-Bim BH3 peptide fluorescence polarization. inhibition, % at 10.9 µM. 320,000 compounds, 0.7% hits. AID 2129;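 active = inhibition above the mean of all tested compounds plus 3 SD, cutoff set per campaign, cut at about 30% in these data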;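 also: 0% = DMSO wells and 100% = unlabeled Bim-BH3 peptide competitor; inhibitors lower millipolarization by displacing the labeled peptide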
MEX-5 binding – C. elegans MEX-5 TCR-2 RNA binding activity; 300,000 compounds, 0.38% hits; MEX-5/FITC-TCR2 RNA binding, fluorescence polarization; active compounds read low; activity score (negative = inhibition of binding), % at 10 µM;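 active = inhibition past about -25% in most replicates, and total fluorescence under double the plate's negative control median, limit read from the data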;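 also: 0% = DMSO and -100% = 5 µM competing unlabeled TCR2 RNA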
Target sequence (Q9XUB2 whole entry, looked up): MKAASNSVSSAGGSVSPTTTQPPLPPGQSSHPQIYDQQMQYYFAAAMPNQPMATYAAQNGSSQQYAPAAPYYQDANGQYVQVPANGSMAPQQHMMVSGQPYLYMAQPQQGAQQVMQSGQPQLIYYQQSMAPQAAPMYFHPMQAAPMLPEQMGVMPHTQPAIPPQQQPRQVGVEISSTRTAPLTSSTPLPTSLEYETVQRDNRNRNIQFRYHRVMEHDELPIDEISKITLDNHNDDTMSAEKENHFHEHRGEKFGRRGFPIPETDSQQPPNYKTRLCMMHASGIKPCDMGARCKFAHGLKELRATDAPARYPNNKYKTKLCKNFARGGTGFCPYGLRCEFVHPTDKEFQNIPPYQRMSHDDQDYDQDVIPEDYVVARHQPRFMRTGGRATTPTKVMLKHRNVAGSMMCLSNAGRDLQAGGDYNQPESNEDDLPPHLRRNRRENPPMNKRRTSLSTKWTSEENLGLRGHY
AGP1 TOR yeast – yeast TOR pathway AGP1-GFP modulation. 320,000 compounds, 0.02% hits. GFP response vs DMSO, % at 10 µM. S. cerevisiae AGP1-GFP multiplex flow cytometry, 3 h; GFP as percent of DMSO wells;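 active = GFP response relative to DMSO above a set limit, near screen average plus 3 SD, cut at about 150% in these data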;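 also: median GFP channel fluorescence of the gated AGP1 strain per well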
Numbers without * were called inactive; nt = not tested or not shown; [ ] = remark or other dose. The order is random, and some 2.2% of all compounds hit somewhere here.

SMILES | CIT2-GFP yeast | GRK2 inh | MCL1 BIM primary | Fam108B counter | GLD-1 TGE inh | VLA-4 inh | BCLXL inh | MEX-5 binding | AGP1 TOR yeast
COc1ccc(NC(=O)C2CCC(N3C(=O)C4CCCCC4C3=O)CC2)cc1 (stereo unspecified) | 105.1 | 0.0 | 2.3 | -0.9 | 2.1 | 4.5 | 1.2 | 1.6 | 98.0
CCOC(=O)Cn1c(=O)n(C2CCCC2)c(=O)c2ccccc21 | 97.1 | 3.0 | -5.9 | 2.4 | 0.0 | 38.1 | 4.7 | 0.6 | 96.1
CN(C)CCCN(C(=O)c1ccc(S(=O)(=O)N(C)Cc2ccccc2)cc1)c1nc2cc3c(cc2s1)OCO3 | 102.3 | 0.0 | -0.2 | 4.1 | -5.0 | 3.9 | -1.3 | -0.5 | 110.3
Cc1nonc1C(=O)N1CCCC(Nc2ccc(C(C)C)cc2)C1 (stereo unspecified) | 91.6 | 4.0 | 0.2 | 1.2 | 1.9 | 15.3 | 6.1 | -0.4 | 95.9
Cc1nn(C)cc1C(C)NC(=O)c1cc(COc2c(F)cccc2F)on1 (stereo unspecified) | 103.2 | 1.0 | 13.3 | -1.7 | 8.0 | -6.7 | 3.0 | -1.0 | 107.2
O=C(CN1CCN(Cc2ccccc2)CC1)Nc1ccc2c(c1)CCC2 | 96.1 | 0.0 | -2.0 | 0.3 | -3.1 | -5.5 | 7.7 | 2.1 | 101.4
O=C1NCCCC1C(=O)N/N=C/c1ccccc1O (stereo unspecified) | 101.8[may fluoresce red] | 1.0 | 11.7 | -0.8 | 0.8 | -4.8 | 2.0 | -0.8 | 99.2[may fluoresce red]
Cn1c(=O)c2c(ncn2CCNC2=NCCCCC2)n(C)c1=O | 103.4 | 0.0 | 7.0 | 1.2 | -4.2 | 7.2 | 7.1 | -3.2 | 106.8
COc1ccc(CNc2oc(COc3ccccc3)nc2C#N)cc1 | 102.2 | 0.0 | 9.1 | 0.1 | 5.9 | 16.2 | 0.1 | 2.0 | 101.7
CC1CN/C(=C\C(=O)c2ccccc2)C(=O)N1 (stereo unspecified) | 104.5 | 1.0 | 12.1 | 2.2 | -16.0 | 3.1 | 8.7 | 1.3 | 30.1
Cc1c(O)c(=O)ccn1C | 84.8 | 3.0 | 5.8 | 2.4 | 0.8 | 21.4 | 0.8 | 2.3 | 82.5
CCN(CC)S(=O)(=O)c1ccc(C)c(NC(=O)CNCCN(C(C)C)C(C)C)c1 | 89.8 | 3.0 | 1.7 | -0.8 | 3.4 | 14.2 | 6.3 | -3.2 | 102.5
Cc1cc(CNC(=O)c2cccc([N+](=O)[O-])c2)c2ccccc2n1 | 121.3 | 0.0 | -2.5 | 1.6 | 3.4 | -6.4 | -1.3 | 3.0 | 114.5
O=C(Nc1sc2c(c1C(=O)O)CCC2)c1ccccc1 | 99.8 | 21.0 | 18.6 | 5.2 | 49.2* | 0.0 | 11.5 | 1.4 | 101.6
Cc1c(O)ccc(C(=O)COc2ccc(F)cc2)c1O | 93.7 | 2.0 | -3.8 | -0.2 | -0.8 | 0.2 | -4.8 | -1.0 | 98.4
COc1ccccc1NC(=O)CCN1C(=O)/C(=C/c2cc(OC)c(OC)c(OC)c2)SC1=S | 102.3 | 1.0 | -2.0 | -3.1 | -5.4 | 0.7 | 0.2 | 2.0 | 97.2
CCSc1ccc(C(=O)Nc2cccc(C)n2)cc1[N+](=O)[O-] | 104.1 | 2.0 | -12.7 | -6.7 | -0.9 | 11.9 | -2.3 | -3.5 | 101.2
O=C(Nc1cccnc1)c1cc(-c2ccc(Br)cc2)on1 | 90.3 | 0.0 | 11.8 | -3.2 | -3.2 | 1.2 | 2.6 | -4.2 | 94.8
CCOc1ccc(Br)cc1C(=O)N/N=C/c1cccnc1 | 95.6 | 0.0 | -1.4 | 1.9 | 0.1 | -2.4 | -4.2 | -0.2 | 96.4
CN1CCC(N(C)S(=O)(=O)c2ccc(Cl)cc2)CC1 | 99.1 | 0.0 | -4.2 | 2.6 | 0.4 | 31.9 | 0.8 | 3.6 | 91.8
O=C(CSc1n[nH]c(=O)[nH]c1=O)c1ccc([N+](=O)[O-])cc1 | 85.7 | 0.0 | 9.7 | -2.7 | 0.1 | 12.0 | 2.9 | -3.0 | 107.7
O=C(Nc1ccc(CN2CCOCC2)cc1)c1cc(Br)ccc1Cl | 102.2 | 0.0 | nt | nt | nt | 0.2 | nt | 0.4 | 103.7
CC(=O)N1CCOc2ccc(S(=O)(=O)N3CCN(c4cc(C)ccc4C)CC3)cc21 | 102.8 | 0.0 | -3.8 | 7.0 | -2.8 | 14.9 | 1.5 | -0.1 | 100.6
CCCOc1ccc(/C(O)=C2\C(=O)C(=O)N(c3ccccn3)C2c2ccccc2F)cc1C (stereo unspecified) | 105.6 | 8.0 | 0.9 | 0.3 | -6.2 | 4.6 | 2.4 | -1.8 | 98.9
CCOc1ccc(NC(=O)CC(=O)Nc2ccc(OCC)cc2)cc1 | 96.9 | 0.0 | -2.3 | -0.7 | 3.5 | -9.5 | -0.9 | 1.0 | 95.6
Continued.
SMILES | CIT2-GFP yeast | GRK2 inh | MCL1 BIM primary | Fam108B counter | GLD-1 TGE inh | VLA-4 inh | BCLXL inh | MEX-5 binding | AGP1 TOR yeast
Cc1nc(/C=C/c2ccccc2)[nH]c(=O)c1-c1ccccc1 | 97.6 | 2.0 | 0.2 | -0.1 | 3.8 | -3.7 | 2.0 | 1.9 | 99.7
COc1cccc(C(=O)N/N=C(\C)CC(=O)Nc2ccc(N(C)C)cc2)c1 | 100.8 | 0.0 | 6.0 | 3.5 | 6.4 | 2.7 | 12.1 | 1.6 | 97.7
Cc1ccc(CNc2nc3ccccc3n3nnnc23)cc1 | 98.8 | 3.0 | 32.1 | 1.5 | 14.4 | 4.0 | 29.9 | 4.2 | 100.9
COc1ccc(CNS(=O)(=O)c2c(C)[nH]c(C)c2C(=O)N2CCCC2)cc1 | 96.8 | 2.0 | -5.6 | -0.3 | 4.2 | -5.0 | 0.4 | -2.1 | 100.7
C[C@H](CO)N1C[C@H](C)[C@@H](CN(C)C(=O)Nc2ccc3c(c2)OCO3)Oc2ccc(NC(=O)Cc3ccccc3)cc2C1=O | 83.5 | 5.0 | nt | nt | 0.4 | -1.4 | nt | nt | 94.1
CCOc1ccc(/C=C/C(=O)OC(C)C(=O)NC2CCCCC2C)cc1OC (stereo unspecified) | 98.6 | 1.0 | -2.3 | -4.1 | 4.1 | -2.5 | -0.9 | -1.3 | 104.5
O=C(CN1C(=O)C2CC=CCC2C1=O)NCC(=O)Nc1ccc(F)c(F)c1 (stereo unspecified) | 95.1 | 1.0 | 4.8 | -1.1 | 5.5 | 0.1 | 6.1 | 1.1 | 106.5
Cc1ccc(N(C(=O)CC2NC(=O)NC2=O)C2(C(=O)NC3CCCC3)CCCCC2)cc1 (stereo unspecified) | 104.4 | 0.0 | 0.2 | 0.7 | 1.7 | 1.6 | 5.2 | -0.4 | 100.0
Cc1ccc(-c2nc(N/N=C/c3cccnc3)c3ccccc3n2)cc1 | 92.2 | 1.0 | 0.7 | 0.5 | -1.8 | -15.2 | 1.8 | -7.7 | 91.4
O=C(CCNS(=O)(=O)c1cccs1)N1CCN(c2ccc(F)cc2)CC1 | 98.3 | 2.0 | -8.9 | 1.3 | -5.3 | 0.2 | -9.2 | 1.1 | 99.9
COc1ccc(-n2nc3ccc(NS(C)(=O)=O)cc3n2)cc1Cl | 96.8 | 0.0 | 2.2 | -0.9 | 4.1 | -0.9 | 8.2 | nt | nt
Cc1cccc(NC(=S)N(CCCN2CCOCC2)Cc2cn(C)c3ccccc23)c1 | 105.1 | 5.0 | 3.3 | -1.0 | 5.9 | 13.4 | 3.9 | -1.5 | 101.5
COc1ccc(-n2c(=O)c3c4c(sc3n(CC(=O)NCc3ccco3)c2=O)CCC4)c(OC)c1 | 90.1 | 2.0 | 4.6 | -7.7 | -2.6 | 2.3 | 4.3 | 2.4 | 94.7
CCOc1ccc2nc(SC3CC(=O)N(c4ccc(C)cc4)C3=O)sc2c1 (stereo unspecified) | 97.6 | 0.0 | 3.6 | -2.1 | 1.4 | 28.2 | 3.8 | nt | 90.8
Cc1ccc(S(=O)(=O)Oc2cccc(N3C(=O)C4CC=CCC4C3=O)c2)cc1 (stereo unspecified) | 98.7 | 71.0* | 0.5 | 0.1 | 7.5 | 11.6 | 1.7 | -2.1 | 98.5
O=C1CSC(=S)N1/N=C/C=C/c1ccccc1 | 92.0 | 4.0 | 13.1 | 0.0 | -1.2 | 31.5 | 13.9 | 0.5 | 89.9
CC(C)N1CCN(S(=O)(=O)c2ccc3ccccc3c2)CC1 | 105.3 | 0.0 | 4.3 | -3.2 | -1.3 | 19.5 | 2.6 | 0.5 | 103.2
Cc1ccc(NS(=O)(=O)c2ccc(NC(=O)c3cccs3)cc2)cc1 | 102.2 | 1.0 | -2.0 | -2.0 | 5.1 | 17.8 | 5.3 | -0.5 | 103.6
CCOC(=O)c1c(C)c(C(=O)Nc2cc(OC)ccc2OC)c(C)n1CC | 96.7 | 0.0 | 1.6 | -1.5 | 2.0 | -2.6 | 4.3 | 3.7 | 95.3
CCc1noc(C)c1C(=O)Nc1nc(-c2ccccc2)c(C(C)=O)s1 | 99.5 | 1.0 | 1.2 | nt | 0.1 | 8.5 | 2.8 | nt | 105.0
O=C1CC(c2ccco2)Sc2ccccc2N1 (stereo unspecified) | 103.2 | 1.0 | 5.7 | -3.2 | 3.0 | 6.6 | -5.2 | 1.7 | 94.8
CCCCc1nc2cc(C(=O)N3CCNC(=O)C3CC(=O)OC)ccc2o1 (stereo unspecified) | 101.0 | 0.0 | -9.1 | -5.2 | 1.4 | -3.0 | 1.2 | 0.6 | 97.9
Cc1cc(C)c2nc(NNC(=O)c3ccc(S(=O)(=O)N4CCCCC4)cc3)sc2c1 | 85.9 | 0.0 | 0.7 | 13.5 | 0.3 | 4.7 | 1.9 | 1.5 | 90.2
Cc1[nH]n(-c2ccccc2)c(=O)c1N=Nc1ccc(C(=O)O)cc1 | 102.4 | 2.0 | -3.5 | 0.1 | 5.7 | -1.7 | 1.9 | -3.7 | 103.7
CSc1ncccc1C(=O)Nc1nc2ccc(F)cc2s1 | 107.2 | 1.0 | 2.1 | -2.1 | -0.5 | -0.9 | 2.4 | 0.4 | 108.1
CCCCCCCOc1ccc(C(=O)Nc2cccnc2)cc1 | 93.5 | 2.0 | 3.2 | -3.0 | 5.1 | 22.1 | 4.2 | 1.2 | 91.0
CC1(C)OC2OC(C(=O)N/N=C/c3cc(Br)ccc3O)C3OC(C)(C)OC3C2O1 (stereo unspecified) | 107.3 | 1.0 | 6.9 | 0.1 | -0.6 | 32.0 | 2.0 | -1.0 | 109.2
CCOC(=O)c1c(C)n(C)c2cc(CN(C)C)c(O)c(S(=O)(=O)c3ccccc3)c12 | 91.4 | 3.0 | 7.6 | 1.7 | 2.2 | 9.2 | 10.8 | 2.7 | 96.8
COc1ccc(/C=N/NC(=O)CCSc2nc3ccccc3s2)cc1 | 94.8 | 0.0 | 7.2 | -2.6 | -6.8 | 1.4 | 3.5 | 1.7 | 97.1
COC(CNC(=O)c1cccc(-n2c(=S)[nH]c3cc(Cl)ccc3c2=O)c1)OC | 108.6 | 4.0 | -3.5 | -2.8 | -3.5 | 0.9 | 8.4 | -1.2 | 112.9
